# ARNT-TACC3 inh: disruptors of ARNT/TACC3 protein interaction, primary screen, biochemical, AlphaScreen, single concentration | Transforming acidic coiled-coil-containing protein 3 (Homo sapiens), Q9Y6A5 | AlphaScreen His-ARNT PAS-B/GST-TACC3 binding, luminescence; TACC3 fragment carries E629A point mutation | inhibition, % at 9.99 µM | actives 0.66% (n = 390,000) | AID 623870, 2012;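 active means mean inhibition of replicates at least 50% and at least half of replicates each reaching 50%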;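 further: 0% = complete ARNT plus TACC3 wells and 100% = ARNT alone without TACC3; many hits fall short of the cut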
# PglD inh: C. jejuni PglD acetyltransferase inhibitors, primary screen, biochemical, DTNB colorimetric, single point | UDP-N-acetylbacillosamine N-acetyltransferase PglD (Campylobacter jejuni) | purified PglD enzyme, DTNB colorimetric CoA detection | inhibition, % at 12.5 µM | actives 0.098% (n = 360,000); in the data active means inhibition above about 16%, passing the limit was not always enough; further: strong numbers were not always called active
# E-sel inducer: E-selectin induction in HUVECs, primary screen, imaging, HUVEC, immunofluorescence imaging, single point. P16581. normalized: neutral wells 0, TNF-alpha wells 100. activation, % at 7.58 µM. actives 0.37% (n = 260,000);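 active means mean E-selectin-positive cell signal at least 10% of the positive control, reached in at least 60% of replicates, without over 20% cell loss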;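 further: in these data hits start at about 27%; measured in HUVEC primary endothelial cells; signal is the percent of cells scored E-selectin positive by PE staining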
#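 Read-out basis: % PE-positive cells; Test system: HUVEC primary endothelial cells; Technique: immunofluorescence imaging; Dosing: single-point compound dose.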
# RAD52 inh: RAD52 DNA annealing inhibitors, primary screen, biochemical, FRET, single point, set 2 | DNA repair protein RAD52 homolog (Homo sapiens), P43351 | recombinant RAD52 DNA annealing, FRET fluorescence | inhibition, % at 18.7 µM | actives 0.46% (n = 360,000);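 active means every replicate showing at least 50% inhibition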
# Target sequence (P43351 whole entry, looked up): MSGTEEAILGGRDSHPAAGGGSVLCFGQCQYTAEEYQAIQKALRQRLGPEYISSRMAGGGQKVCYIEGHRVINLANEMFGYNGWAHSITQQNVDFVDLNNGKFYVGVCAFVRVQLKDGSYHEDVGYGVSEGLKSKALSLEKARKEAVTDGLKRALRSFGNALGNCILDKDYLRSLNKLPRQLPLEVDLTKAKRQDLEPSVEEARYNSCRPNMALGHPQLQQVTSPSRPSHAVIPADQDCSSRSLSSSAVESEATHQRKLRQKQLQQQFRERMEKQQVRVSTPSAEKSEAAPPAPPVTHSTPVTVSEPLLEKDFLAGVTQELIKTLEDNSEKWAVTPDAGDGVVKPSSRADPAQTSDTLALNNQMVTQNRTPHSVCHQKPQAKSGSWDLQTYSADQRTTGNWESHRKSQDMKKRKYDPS
# ERp5 block: inhibitors of ERp5-driven insulin aggregation, primary screen, biochemical, turbidity, absorbance 650 nm, single point; actives 0.05% (n = 350,000); Protein disulfide-isomerase A6 (Homo sapiens), Q15084; inhibition, % at 9.99 µM; 90 min;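 active means mean replicate inhibition above about 25%, with every replicate also reaching it, limit read from the data, passing the limit was not always enough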
# esBAF inh: Bmi1 luciferase reporter increase in mESCs, primary screen, esBAF inhibitor project, mouse ES cells, Bmi1 luciferase knock-in, single point; 24 h; 100% = twice the neutral-well signal; reporter increase, % at 12.5 µM; actives 2% (n = 350,000); in the data active means activation above about 40%;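 further: 0% = median of the plate's neutral control wells and 100% = double that signal; a rise in the Bmi1 reporter signal indicates esBAF inhibition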
# Casp6 inh: human caspase-6 inhibitors, primary screen, biochemical, VEID-R110 fluorescence, single point, set 2 | P55212 | purified caspase-6, Z-VEID-R110 cleavage fluorescence | inhibition, % at 12.5 µM | actives 0.53% (n = 350,000);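 active means mean inhibition across replicates at least about 35%, with every replicate also reaching that limit, limit read from the data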;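 further: 0% = median of neutral control wells and 100% = no fluorescence left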
# Target sequence (P55212 24-179 limits assumed): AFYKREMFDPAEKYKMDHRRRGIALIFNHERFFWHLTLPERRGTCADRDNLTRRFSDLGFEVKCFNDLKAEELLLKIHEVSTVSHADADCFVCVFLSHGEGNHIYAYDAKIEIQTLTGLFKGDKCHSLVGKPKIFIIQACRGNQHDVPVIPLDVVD
# Target sequence (P55212 194-293 limits assumed): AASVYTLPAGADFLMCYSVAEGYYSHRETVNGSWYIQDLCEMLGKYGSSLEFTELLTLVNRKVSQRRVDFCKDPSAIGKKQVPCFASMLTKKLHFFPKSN
# RAD54 inh: inhibitors of human RAD54 branch migration, primary screen, biochemical, fluorescence, single point | RAD54 Holliday junction branch migration, FAM/BHQ fluorescence | inhibition, % at 10.4 µM | actives 0.14% (n = 360,000) | AID 602329, 2012;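 active means mean normalized replicate activity at least 40 and at least half of replicates scoring 40 or more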;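 further: 0% = median of neutral control wells and 100% = median of positive control wells; inhibitors cause a drop in the FAM fluorescence signal; in these data hits start at about 50%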
# * hit, by the source's call; · = no result given; & = joins results of further samples.
SMILES,ARNT-TACC3 inh,PglD inh,E-sel inducer,RAD52 inh,ERp5 block,esBAF inh,Casp6 inh,RAD54 inh
C[C@@H]1CCCCO[C@H](CN(C)S(=O)(=O)c2ccc(Cl)cc2)[C@H](C)CN([C@@H](C)CO)C(=O)c2cc(NS(C)(=O)=O)ccc2O1,0,-5,0.2,-22,-3,5,1,0
CC(C)(C)c1cc(CCC(=O)NNC(=O)c2ccncc2)cc(C(C)(C)C)c1O,22,0,·,-7,2,13,0,-10
O=C(NCc1ccccc1Cl)c1cc2ccccc2oc1=O,-2,1,·,-4,1,13,0,-16
CCOc1ncccc1C(=O)NCCN1C(=O)S/C(=C/c2cccs2)C1=O,·,·,0.0,6,2,·,-1,·
O=C1CN(S(=O)(=O)c2ccc(F)cc2)CCN1,3,-6,-0.4,-1,4,6,6,1
COCCN(C(=O)COC(=O)C1CC1C)c1c(N)n(Cc2ccccc2)c(=O)[nH]c1=O (centres undefined),2,6,·,-8,1,0,3,4
CC(C)NC(=O)N(C)C[C@@H]1OCCCC[C@@H](C)Oc2ccc(NC(=O)Nc3ccc4c(c3)OCO4)cc2C(=O)N([C@H](C)CO)C[C@@H]1C,25,-3,-0.2,-3,2,-3,-1,3
NC(=O)c1ccsc1NC(=O)COC(=O)c1ccc(Cl)c(N)c1,-2,-1,·,-25,1,0,2,-4
COc1ccc(C2=NN(C(=O)C(O)c3ccccc3)C(O)(C(F)(F)F)C2)cc1 (centres undefined),·,·,0.4,-7,0,·,2,·
C[C@H](CO)N1C[C@H](C)[C@@H](CN(C)Cc2ccc(Oc3ccccc3)cc2)Oc2ccc(NC(=O)C3CC3)cc2C1=O,4,0,·,12,3,1,1,6
CC1=C(C(=O)NCc2ccccc2)C(c2cc(Br)cc(Br)c2OC(C)C)NC(=O)N1 (centres undefined),5,-6,·,·,·,4,·,-13
C[C@H]1CN([C@@H](C)CO)C(=O)Cc2cc(NS(C)(=O)=O)ccc2O[C@H]1CN(C)CC1CC1,3,1,0.6,4,3,-2,-1,2
COc1ccc(-c2cc3ccc(OC)cc3cn2)cc1,5,2,0.1,-18,6,-65,1,5
CC(=O)N1CCc2cc(S(=O)(=O)C(C)CC(=O)Nc3ccc(OC(F)(F)F)cc3)ccc21 (centres undefined),-3,-1,·,-9,-5,45*,3,12
CCN1CCN(c2nc(-c3ccc(F)cc3)cc(=O)[nH]2)CC1,-1,-6,·,1,3,1,-3,4
Cc1cccc(N2CCN(C(=O)C3CCC(=O)N(Cc4ccccc4F)C3)CC2)c1C (centres undefined),-2,-2,-0.3,-20,4,8,3,-16
CCCc1nc(SCC(=O)Nc2nccs2)c2ccccc2n1,-20,8,·,-9,1,7,-2,-8
COc1ccc(C(CNC(=O)CN(C)S(=O)(=O)c2ccc(C)cc2)N2CCCC2)cc1 (centres undefined),1,8,-0.2,-108,-10,0,0,-1
C[C@@H]1CN([C@H](C)CO)C(=O)c2ccccc2-c2ccccc2CO[C@@H]1CN(C)C(=O)[C@H]1CCCN1C,-11,1,0.2,-22,1,-3,-2,0
CCCCn1c(-c2ccc(OC(F)F)cc2)nc2c1c(=O)[nH]c(=O)n2CC(C)C,-2,1,0.9,-15,3,-5,2,-6
CN(C)CCCNC(=O)[C@H]1[C@H](CO)[C@H]2Cn3c(ccc(-c4ccncc4)c3=O)[C@@H]1N2C(=O)CC1CC1,0,-6,0.2,-7,5,-1,-37,-21
COC(=O)c1ccc(OC(=O)c2ccccn2)cc1,33,-2,·,·,·,-2,·,1
COc1cc(S(=O)(=O)Nc2ccccc2C(=O)N2CCCC2)ccc1NC(C)=O,-5,4,0.1,-6,2,-4,-1,4
Cc1ccn2c(C(=O)N/N=C\c3ccc4c(c3)OCO4)c(C)nc2c1,-1,-4,·,·,·,1,·,6
O=C(C1=C(O)C(=O)N(CCN2CCOCC2)C1c1ccncc1)c1ccco1 (centres undefined),-7,3,·,·,·,-2,·,2

# Structures shown so far containing a Cl atom, in the order listed:
SMILES,ARNT-TACC3 inh,PglD inh,E-sel inducer,RAD52 inh,ERp5 block,esBAF inh,Casp6 inh,RAD54 inh
C[C@@H]1CCCCO[C@H](CN(C)S(=O)(=O)c2ccc(Cl)cc2)[C@H](C)CN([C@@H](C)CO)C(=O)c2cc(NS(C)(=O)=O)ccc2O1,0,-5,0.2,-22,-3,5,1,0
O=C(NCc1ccccc1Cl)c1cc2ccccc2oc1=O,-2,1,·,-4,1,13,0,-16
NC(=O)c1ccsc1NC(=O)COC(=O)c1ccc(Cl)c(N)c1,-2,-1,·,-25,1,0,2,-4

# Next entries:
SMILES,ARNT-TACC3 inh,PglD inh,E-sel inducer,RAD52 inh,ERp5 block,esBAF inh,Casp6 inh,RAD54 inh
CC(=O)Oc1cccc(N2C(=O)c3cccc4c([N+](=O)[O-])ccc(c34)C2=O)c1,1,-1,·,-23,3,-7,5,-7
CO[C@@H]1CN(C)C(=O)c2ccc(NC(=O)CC(F)(F)F)cc2OC[C@@H](C)N(CC2CC2)C[C@@H]1C,·,·,0.3,-18,-5,·,-2,·
O=C(CC(F)(F)F)N1C[C@H]2[C@@H](c3ccccc31)[C@@H](CO)N2CC1CCOCC1,-3,6,-0.1,1,0,-3,1,-12
COCc1ccc2oc(C(=O)O)cc2c1,-14,12,·,·,·,4,·,2
C[C@H]1CN([C@@H](C)CO)C(=O)c2cc(NC(=O)Nc3ccccc3)ccc2O[C@@H]1CN(C)CC1CCCCC1,-7,8,0.1,-8,-2,1,1,-6
COCC(=O)N(C)C[C@@H]1Oc2cc(C#C[C@@H](C)O)ccc2S(=O)(=O)N([C@@H](C)CO)C[C@@H]1C,16,-1,0.7,-4,3,2,-1,-9
Cc1ccc(NS(=O)(=O)c2cccc3nsnc23)cc1[N+](=O)[O-],6,7,-0.1,-19,0,2,0,-4
Cc1nnsc1Sc1ccccc1C(=O)O,3,·,·,0,2,·,-2,·
C/C(=N\NC(=O)c1ccc(OC2OCCOC2Oc2ccc(C(=O)N/N=C(\C)c3ccncc3)cc2)cc1)c1ccncc1 (centres undefined),0,·,0.2,-8,9,11,1,·
CCNC(=O)C[C@H]1CC[C@@H]2[C@H](COC[C@@H](O)CN2Cc2ccccc2F)O1,0,4,0.0,3,0,3,-1,-6
CCN1C[C@@H]2[C@@H]3C(=O)N(C)C(=O)[C@@H]3[C@](CC)(C1=O)N2C(=O)c1ccc(C)cc1,0,-2,-0.1,-15,4,-11,3,1
Cc1ccc(S(=O)(=O)N(C)C[C@H]2Oc3c(NC(=O)Nc4c(C)noc4C)cccc3C(=O)N([C@H](C)CO)C[C@H]2C)cc1,-10,-3,-0.1,5,2,-4,·,0
COCCN(C(=O)Cc1cccs1)C(C(=O)NCc1ccc(OC)cc1)c1ccc(C)cc1 (centres undefined),-33,3,·,·,·,-3,·,5
CC(C)(C)c1ccc(OCCC(=O)Nc2cccc(S(=O)(=O)N3CCOCC3)c2)cc1,1,3,0.0,-10,-4,·,3,3
C/C=C/c1ccc2c(c1)O[C@H](CN(C)CC1CCOCC1)[C@@H](C)CN([C@H](C)CO)S2(=O)=O,8&-14,2&1,-0.1&-0.2,1&4&12,6&-81&2,-2&1&3,2&-2&2,-4&-3
CCCNC(=O)N1CC[C@@H]2[C@H]1c1cc(-c3ccc(F)cc3)ccc1N(C)[C@H]2CO,14,1,-0.5,2,1,-7,6,-1
CS(=O)(=O)c1ccc(Sc2nc3ccccc3[nH]2)c([N+](=O)[O-])c1,5,2,·,·,·,9,·,10
CN(C)C(=O)[C@H]1[C@H](CO)[C@H]2Cn3c(cccc3=O)[C@@H]1N2C(=O)c1ccc(F)cc1,1,4,0.3,20,0,-4,0,0
CNC(=O)C[C@H]1CC[C@H]2[C@H](COc3ccc(NS(=O)(=O)c4ccccc4C)cc3C(=O)N2C)O1,1,3,-0.1,11,-1,-6,0,-8
COc1ccc(C(=O)c2c3ccccc3[n+]([O-])n2Cc2ccc(C(N)=O)cc2)cc1,4,-10,-0.2,-1,5,19,0,0
Cc1ccccc1OCCC(=O)Nc1ccc(S(=O)(=O)N(C)C2CCN(C)CC2)cc1,4,1,-0.2,12,0,-10,-34,10
O=C(c1ccc(F)cc1)C1CCN(Cc2ccccc2F)CC1,·,3,0.2,-25,-2,-5,0,-9
CN(C)C(=O)c1cccc(-c2ccc(C3[C@@H]4CN(C(=O)c5ccccn5)C[C@H]3N4)cc2)c1 (some centres undefined),·,·,0.0&0.1,-15&-5,4&-3,·,2&-1,·
O=C(NCCS(=O)(=O)N1CCN(c2ccccc2F)CC1)c1ccc(F)c(F)c1,0,8,5.7,-4,-7,-7,-1,2
COc1ccc(C(=O)C2CCCN(C(=O)c3ccc(CSC)o3)C2)cc1F (centres undefined),1,-1,1.0,-11,5,4,4,-5
COc1cccc(-c2nc(CS(=O)(=O)CC(=O)NCCCc3ccccc3)c(C)o2)c1,2,-2,·,9,5,4,-2,2
Cc1ccc(S(=O)(=O)N2[C@@H](c3ccccc3F)C(C(=O)O)=CC[C@H]2c2cccc(Cl)c2)cc1,-3,1,-0.1,-14,-14,0,2,1
O=C(COc1ncnc2sccc12)N1CCN(S(=O)(=O)c2ccc(Cl)cc2)CC1,-5,-1,·,·,·,0,·,-1
O=C(N/N=C/c1cnc2ccccc2n1)c1cccc(F)c1,-4,-2,-0.1,·,·,60*,·,-5

# Retrieved by compound from above:
SMILES,ARNT-TACC3 inh,PglD inh,E-sel inducer,RAD52 inh,ERp5 block,esBAF inh,Casp6 inh,RAD54 inh
CN(C)C(=O)[C@H]1[C@H](CO)[C@H]2Cn3c(cccc3=O)[C@@H]1N2C(=O)c1ccc(F)cc1,1,4,0.3,20,0,-4,0,0
C[C@H]1CN([C@@H](C)CO)C(=O)c2cc(NC(=O)Nc3ccccc3)ccc2O[C@@H]1CN(C)CC1CCCCC1,-7,8,0.1,-8,-2,1,1,-6
Cc1ccc(S(=O)(=O)N2[C@@H](c3ccccc3F)C(C(=O)O)=CC[C@H]2c2cccc(Cl)c2)cc1,-3,1,-0.1,-14,-14,0,2,1
CN(C)C(=O)c1cccc(-c2ccc(C3[C@@H]4CN(C(=O)c5ccccn5)C[C@H]3N4)cc2)c1 (some centres undefined),·,·,0.0&0.1,-15&-5,4&-3,·,2&-1,·

# Bioassay records as filed in PubChem BioAssay.
